Screening data from PubChem BioAssay.
OX1R antag: antagonists of human orexin 1 receptor (OX1R) | hit rate 1.8% among 330,000 | O43613 | AID 485270 | inhibition, % at 6.6 µM | OX1R-expressing cells, FRET antagonist read-out; in the data active = inhibition mostly above about 38%, no sharp cut-off; inactive = mostly below about 40%;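 note: 0% = agonist challenge alone and 100% = reference antagonist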
Target sequence (O43613 whole entry, looked up): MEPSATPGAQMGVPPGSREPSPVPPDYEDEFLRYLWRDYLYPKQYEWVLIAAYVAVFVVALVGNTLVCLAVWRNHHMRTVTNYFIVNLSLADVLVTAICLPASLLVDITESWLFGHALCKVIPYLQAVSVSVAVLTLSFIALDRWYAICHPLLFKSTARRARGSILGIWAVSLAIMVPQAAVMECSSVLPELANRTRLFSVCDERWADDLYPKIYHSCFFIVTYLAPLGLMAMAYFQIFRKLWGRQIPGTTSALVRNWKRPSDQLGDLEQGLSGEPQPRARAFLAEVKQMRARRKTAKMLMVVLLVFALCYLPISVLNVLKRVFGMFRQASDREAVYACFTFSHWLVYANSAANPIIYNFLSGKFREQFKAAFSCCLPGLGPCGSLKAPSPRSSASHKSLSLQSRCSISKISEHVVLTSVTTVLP
KCNQ2 inh: KCNQ2 potassium channel inhibitors, primary screen, cell-based, CHO-K1, FluxOR thallium flux, B-score (AID 2156); O88943; hit rate 1.1% among 310,000; B-score at 10 µM; 20 min; hits give low values;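 active = fluorescence ratio B-score at most minus 3 library SDs, with starting brightness B-score within 2 library SDs, cut at about -5.5 in these data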
STK33 kinase inh: human STK33 kinase inhibition. purified STK33, MBP phosphorylation, ADP-Glo luminescence. inhibition, % at 10 µM. hit rate 0.073% among 320,000. AID 2661;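 active = inhibition at or above 25%, using the most active replicate where run in duplicate; inactive = inhibition below 25%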
Target sequence (Q9BYT3 whole entry, looked up): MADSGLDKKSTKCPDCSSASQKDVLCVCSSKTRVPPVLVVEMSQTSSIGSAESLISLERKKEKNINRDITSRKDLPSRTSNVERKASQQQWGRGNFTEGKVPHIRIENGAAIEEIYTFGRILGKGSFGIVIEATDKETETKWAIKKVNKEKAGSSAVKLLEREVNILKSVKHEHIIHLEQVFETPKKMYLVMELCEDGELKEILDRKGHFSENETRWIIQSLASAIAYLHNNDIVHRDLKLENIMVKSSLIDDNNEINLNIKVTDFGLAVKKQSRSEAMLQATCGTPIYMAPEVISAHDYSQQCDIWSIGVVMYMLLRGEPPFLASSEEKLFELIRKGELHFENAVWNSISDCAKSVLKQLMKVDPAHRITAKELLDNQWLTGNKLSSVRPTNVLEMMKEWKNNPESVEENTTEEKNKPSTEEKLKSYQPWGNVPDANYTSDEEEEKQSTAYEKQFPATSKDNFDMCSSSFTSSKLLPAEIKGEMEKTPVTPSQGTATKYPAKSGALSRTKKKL
The depositor's hits bear a star; i = inactive; / = no result given.

OX1R antag,Compound,KCNQ2 inh,STK33 kinase inh
28,O=C(OCC(=O)N1CCCc2ccccc21)c1cccc(S(=O)(=O)N2CCOCC2)c1,i,-0.3
39,COCCNC(=O)c1onc(CSc2ccc(C(C)C)cc2)c1C(=O)O,i,-1.3
15,COCCNS(=O)(=O)c1ccc(C2CNC(=O)C2)cc1 (stereo not given),i,-0.3
31,CC1=C(C(=O)Nc2ccccc2)C(c2ccc(Cl)cc2)n2c(s/c(=C/c3cccc(OCC(=O)O)c3)c2=O)=N1 (stereo not given),i,0.2
8,CC(C)Sc1nc2ccccc2c(=O)[nH]1,i,2.7
27,CC(C)(C)c1ccc(C(CC(=O)O)NC(=O)CCCc2ccccc2)cc1 (stereo not given),i,-1.7
15,Cc1cc(NC(=O)c2cc3nc(C4CC4)cc(C(F)(F)F)n3n2)no1,i,-0.6
-2,CC(C)OC(=O)CSc1n[nH]c(-c2cccnc2)n1,i,-1.3
8,COc1cc(OC)c(OC)cc1CCC(C)NC(=O)Cc1ccccc1 (stereo not given),i,-0.1
5,Cc1ccc(-n2nnnc2SCC(=O)c2c(N)n(C3CC3)c(=O)[nH]c2=O)cc1C,/,0.6
37,COc1ccc(NCC(=O)N/N=C/C(C)c2ccccc2)cc1 (stereo not given),i,0.7
23,COc1cc(C)nc2nc(SCc3ccccc3)nn12,i,-3.4
19,C=CCNC(=O)c1ccccc1NC(=O)c1ccccc1C,i,-1.0
21,Cc1ccc(S(=O)(=O)CC(=O)Nc2nc3ccc(S(N)(=O)=O)cc3s2)cc1,i,4.1
18,O=[N+]([O-])c1cccc(-c2nc(Oc3ccc(Cl)cc3)c3ccccc3n2)c1,i,-1.0
11,O=C(Cn1cc(C(F)(F)F)ccc1=O)NC(c1ccccc1)c1ccccc1,i,-1.6
14,Cc1cccc(CSc2nnc(NC(=O)c3ccco3)s2)c1,i,0.3
28,O=c1cc(-c2cc3ccccc3o2)c2cc(O)ccc2o1,i,0.6
8,O=C1CC/C=C\C[C@@H](CC(=O)N(CCO)Cc2ccccc2)C(=O)NCCO1,/,0.2
29,CCc1ccc2nc(N3CCN(C)CC3)c(C#N)cc2c1,i,-0.5
19,Cc1ccc(NC(=O)Cn2cc(S(=O)(=O)c3ccc(F)cc3)c(=O)c3cc(F)ccc32)cc1,i,0.0
6,CC(=O)N1CC(C(=O)Nc2ccc3c(c2)OCO3)Oc2ccccc21 (stereo not given),/,2.2
12,O=C(CSc1nncc(=O)[nH]1)NCc1ccccc1,i,1.1
15,COc1ccccc1NC(=O)Cn1cnc2c(nc3n2CCCCC3)c1=O,i,-2.1
26,CC(C)OP(=O)(OC(C)C)C1(NS(=O)(=O)c2ccc(Cl)cc2)C=C(Cl)C(=O)C(Cl)=C1,i,-1.5
8,CCc1ccccc1NC(=O)c1ccc(NS(C)(=O)=O)cc1,i,1.6
14,COc1ccccc1CNC(=O)CCC(=O)Nc1nnc(C(C)C)s1,i,-0.7
5,CCOC(=O)N1CCC(NC(=O)c2ccc3c(Cl)c4c(nc3c2)CCCC4)CC1,/,0.5
21,O=C(C/C=N\OCc1ccc([N+](=O)[O-])cc1)Nc1ccc(Br)cc1,i,0.2
23,Cc1cc(C(=O)N/N=C/c2cccc(Cl)c2Cl)no1,i,0.8

Some values from above:
CC(C)OC(=O)CSc1n[nH]c(-c2cccnc2)n1 @ OX1R antag: -2
COc1cc(OC)c(OC)cc1CCC(C)NC(=O)Cc1ccccc1 (stereo not given) @ OX1R antag: 8

The main list resumes, starting 3 compounds before the break.
OX1R antag,Compound,KCNQ2 inh,STK33 kinase inh
5,CCOC(=O)N1CCC(NC(=O)c2ccc3c(Cl)c4c(nc3c2)CCCC4)CC1,/,0.5
21,O=C(C/C=N\OCc1ccc([N+](=O)[O-])cc1)Nc1ccc(Br)cc1,i,0.2
23,Cc1cc(C(=O)N/N=C/c2cccc(Cl)c2Cl)no1,i,0.8
12,CC(=O)N1N=C(c2ccc(Cl)cc2)OC1c1ccc(C(C)C)cc1 (stereo not given),i,-1.0
15,CC(C)(C)OC(=O)N1CCC(Cc2cc(-c3cccc(Br)c3)no2)(C(=O)O)CC1,i,0.9
14,O=C(Cn1cnc2ccccc21)NC(c1ccccc1)c1ccccc1,i,-1.0
12,Cc1ccnc(SCc2cc(=O)c(OC(=O)c3ccc(S(=O)(=O)N(C)C)cc3)co2)n1,i,-0.5
11,CC(=O)N1CCn2c3c(c4cc(C)ccc42)CCCC31 (stereo not given),i,0.2
25,COC(=O)CCc1c(C)c(C(=O)c2cc(F)c(F)c(F)c2F)c2ccccn12,i,1.5
25,CC(C)OCC(O)Cn1c(N2CCCC2)nc2c1c(=O)[nH]c(=O)n2C (stereo not given),i,0.0
6,CSc1ccc(NC(=O)NCc2cccnc2)cc1,i,-1.3
36,Cc1ccc(C(C)C)cc1NC(=O)Nc1ccc([N+](=O)[O-])cc1,i,-0.9
30,Oc1ccc(N2CCN(Cc3c(-c4ccccc4)nc4ccccn34)CC2)cc1,i,-1.0
15,Cc1ccc2nnn(Cc3cccc(C(C)(C)C)c3O)c2c1,i,-0.5
30,Cc1csc(NC(=O)CCCSc2nc3ccccc3s2)n1,i,-0.1
25,O=C1CCC(C(=O)Nc2ccc(OC(F)F)cc2)N1 (stereo not given),i,0.6
-3,COc1cc(OC)cc(C(=O)Nc2ccc(N3CCOCC3)cc2N2CCOCC2)c1,/,0.5
12,Cc1ccc(NC(=O)c2cccs2)cc1NC(=O)c1cccnc1,i,0.6
19,CCn1c(C(=O)N2CCc3ccccc3C2)cc2sccc21,i,-0.9
5,Cc1nc(NC(=O)CSc2nc3cccnc3n2C2CCCCC2)sc1C,i,-0.9
22,Cc1cc(CN2CCN(CCC#N)CC2)c(O)c(C2(C)CCCCC2)c1,-7.4*,-2.5
3,CCNC(=S)N(Cc1c(C)noc1C)c1ccccc1,i,-1.1
31,Cc1nc(Nc2ccc3c(c2)OCO3)c2oc3ccccc3c2n1,i,1.1
9,CCN(C(=O)c1coc(=O)c(Br)c1)c1ccc2c(c1)OCO2,i,-1.0
7,COCCCNC(=O)c1ccc(CN2CCc3ccccc3C2)cc1,i,-1.0
8,Cc1ccc(N2C(=O)NC(C(F)(F)F)(C(F)(F)F)C3=C2CC(C)(C)CC3=O)cc1,i,0.6
18,COc1ccccc1N1CCN(S(=O)(=O)CCNC(=O)C2CC2)CC1,i,-1.0
7,Cc1cccc(NC(=O)/C(C#N)=C\c2cc(C)n(-c3ccc(C(=O)O)cc3)c2C)c1,i,-3.2
-5,CCCc1cc(C(=O)NC2CCCCC2)no1,i,-1.5
12,Nn1c(COc2ccccc2F)nnc1SCC(=O)NC1CCCCC1,i,-2.1
3,CC(OC(=O)c1ccc(NC(N)=O)cc1)C(=O)Nc1ccc2c(c1)OCCO2 (stereo not given),/,0.2
15,COCCCn1c(SCC(=O)NCc2ccccc2)nc2ccccc2c1=O,i,-1.3
17,c1ccc(CN2CCN(c3ncccn3)CC2)cc1,i,-0.4

Sorted by the number under OX1R antag (largest number first): 4 from the list above
OX1R antag,Compound,KCNQ2 inh,STK33 kinase inh
17,c1ccc(CN2CCN(c3ncccn3)CC2)cc1,i,-0.4
15,COCCCn1c(SCC(=O)NCc2ccccc2)nc2ccccc2c1=O,i,-1.3
12,Nn1c(COc2ccccc2F)nnc1SCC(=O)NC1CCCCC1,i,-2.1
7,COCCCNC(=O)c1ccc(CN2CCc3ccccc3C2)cc1,i,-1.0

Other results
OX1R antag,Compound,KCNQ2 inh,STK33 kinase inh
16,CC1=NN(c2ccc(C)cc2C)C(=O)C1C(c1ccccc1O)C1C(=O)N(c2ccc(C)cc2C)N=C1C (stereo not given),i,-0.5
0,COc1cccc(C2C(C(=O)c3ccc(C)o3)=C(O)C(=O)N2CCN2CCOCC2)c1OC (stereo not given),i,-0.8
8,COc1ccc(C(C(=O)NC2CCCC2)N(C(=O)c2snc(-c3ccc(F)cc3)c2N)c2ccc(OC)cc2)cc1 (stereo not given),-5.7*,0.3
7,Cc1ccc(S(=O)(=O)NCCC(=O)NCC(c2ccco2)N2CCCCC2)cc1C (stereo not given),i,-0.6
2,COc1ccccc1NC(=O)CSc1ccc(-c2ccccn2)nn1,i,0.3
14,Cc1ccc(Cl)cc1N1CCN(C(=O)COc2ccc(S(=O)(=O)NC(C)C)cc2)CC1,i,-2.2
30,COc1c(F)c(F)c(C(=O)O)c(Nc2cc(C)cc(C)c2)c1F,i,-2.6
16,Cc1c(Cl)cccc1NC(=S)N(Cc1cccnc1)Cc1ccccc1Cl,i,2.7
46,CCN1C(=O)c2ccc(C(=O)NCc3ccccc3)cc2C1=O,i,1.0
54*,O=C(CCCN1C(=O)/C(=C/c2ccc3c(c2)OCO3)SC1=S)Nc1cccc(C(=O)O)c1,i,2.9
3,CCOCCCn1c(SC(C(=O)Nc2cc(C)ccc2C)c2ccccc2)nnc1-c1ccc(Cl)cc1 (stereo not given),-9.6*,-0.9
22,CC(=O)CC1(O)C(=O)N(Cc2ccccc2)c2ccccc21 (stereo not given),i,-3.6
8,O=C1CCC/C1=C/Nc1cccc(F)c1,i,-1.2
13,c1ccc(Cc2nnc3sc(-c4ccccn4)nn23)cc1,i,-1.8
35,O=C1/C(=C/c2ccc(F)cc2)SC(=S)N1CC(=O)N1CCCCC1c1cccnc1 (stereo not given),i,-0.2
28,CC(=O)C(Cc1cnc(Cl)s1)(Cc1cnc(Cl)s1)C(C)=O,i,-0.3
15,CCS(=O)(=O)N1CCN(c2nc(-c3ccccc3)cs2)CC1,i,1.3
18,COc1ccc(CCNC(=O)Cc2cccc(C(F)(F)F)c2)cc1OC,i,-2.3
6,CCOC(=O)c1sc2nc(C)nc(SCC(=O)N(CC)C3CCS(=O)(=O)C3)c2c1C (stereo not given),i,-0.6
4,CCOCCCN1C(=O)CN(C2CCC(C)CC2)C(=O)C1c1ccc(C)cc1 (stereo not given),i,-1.8
-2,O=C1C2C3C=CC(C3)C2C(=O)N1CCC(=O)N1CCc2ccccc21 (stereo not given),i,-2.2
16,CC(=O)c1cccc(S(=O)(=O)Nc2cccnc2)c1,i,-2.0
8,CC(=O)c1oc2ccccc2c1NC(=O)CCCN1C(=O)c2ccccc2C1=O,i,-1.2
5,CN1C(=O)CCC1(O)c1ccccc1 (stereo not given),i,-0.2
22,CC(C)c1cc(NC(=O)C(C)(C)C)cc(C(C)C)c1O,i,-2.4
1,Cc1cccc(C(=O)OCC(=O)NCCCc2ccccc2)c1O,i,-1.5
25,CSc1ncccc1C(=O)OCC(=O)c1ccccc1Br,i,-0.4
13,COc1ccc(/C=N/N2C(=O)CSC2=S)cc1,i,-2.3
/,CCC(Oc1ccc(C)cc1)C(=O)Nc1ccc2c(c1)n(C)c(=O)n2C (stereo not given),i,-0.5
3,CC1Cc2ccccc2N1C(=O)CSc1nc2c(c(=O)n(C)c(=O)n2C)n1Cc1ccc(F)cc1 (stereo not given),i,-0.4
9,Cc1ccc(C2CC(=O)C=C(NCC(C)C)C2)cc1 (stereo not given),i,-2.0
7,CC(=O)CC(=O)Nc1ccc(Nc2ccccc2)cc1,i,0.1
5,O=C(CSc1ccc(C(F)(F)F)cc1[N+](=O)[O-])Nc1ccc2ccccc2c1,i,-0.5
21,CCOC(=O)C1=C(C)C(c2ccc(OC)cc2OC)NC(=O)N1 (stereo not given),i,0.1
24,COc1cc(/C=N/NC(N)=S)ccc1OC(=O)c1ccc(C)cc1,i,0.4
7,COc1ccc(CNC(=O)CSc2nnc(C)n2-c2ccc(F)cc2)cc1,i,0.3
19,CCN(C(=O)COC(=O)c1cc([N+](=O)[O-])ccc1N1CCOCC1)c1ccccc1,/,0.7
/,CC(C)NC(=O)C1CCN(Cc2cccc(Oc3ccccc3)c2)CC1,i,-0.4
12,O=C(NCc1cccc(F)c1)C1CCN(S(=O)(=O)Cc2ccccc2)CC1,i,1.1
16,COc1cccc(-c2ccc(SCC(=O)N3CCOCC3)nn2)c1,i,2.6
28,O=C(C1CCCN1S(=O)(=O)c1cccc2nsnc12)N1CCCCCC1 (stereo not given),i,-1.0
0,COc1cc(OC)c2c(=O)cc(-c3cccnc3)oc2c1,i,1.1
6,Oc1ccc(/C=N/N2CCN(C3c4ccccc4-c4ccccc43)CC2)cc1O,i,-0.8
18,CC12CCC(C(=O)N3CCCCC3)(CC1=O)C2(C)C (stereo not given),i,-2.7
6,CCOC(=O)c1cn(CC(=O)Nc2ccc(CC)cc2)nn1,i,-2.0
4,CC(C)(C)OC(=O)N1CCC(C(=O)N2CCOCC2)CC1,i,1.7
20,COc1cccc(CNC(=O)C(CCSC)NS(=O)(=O)c2ccc3c(c2)oc(=O)n3C)c1 (stereo not given),i,/
17,O=C(NC12CC3CC(CC(C3)C1)C2)N1CCN(c2nc(-c3ccccc3)cs2)CC1,i,2.6
37*,CCCCn1c(N)c(N(CCC(C)C)C(=O)c2ccc([N+](=O)[O-])s2)c(=O)[nH]c1=O,i,-0.3
16,CCc1cccc(NC(=O)CCc2c(C)nn(-c3ccc(N4CCOCC4)nn3)c2C)c1,i,2.2

Profiles as entered above. Values in the order: OX1R antag, KCNQ2 inh, STK33 kinase inh
Listed for COc1cccc(CNC(=O)C(CCSC)NS(=O)(=O)c2ccc3c(c2)oc(=O)n3C)c1 (stereo not given) = 20, i, /
Listed for CCc1cccc(NC(=O)CCc2c(C)nn(-c3ccc(N4CCOCC4)nn3)c2C)c1 = 16, i, 2.2
